TEAD-YAP inh: TEAD-YAP interaction inhibition. 1.4% of 640,000 active. HEK-TIYL cells, TEAD-Gal4/YAP UAS-luciferase luminescence. inhibition, % at 9.12 µM; in the data active = inhibition above about 32%;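 also: 0% = median of test compound wells and 100% = reference inhibitor wells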
FBW7 act: human FBW7 E3 ligase activation, primary screen. AID 1259310. Q969H0. AlphaScreen FBW7–phospho-cyclin E peptide binding, activator screen. normalized activity (activation), % at 26.1 µM. 0.13% of 650,000 active; in the data active = normalized activity above about 1.9%;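 also: purified mutant Fbw7 with reduced substrate affinity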
Target sequence (Q969H0 whole entry, looked up): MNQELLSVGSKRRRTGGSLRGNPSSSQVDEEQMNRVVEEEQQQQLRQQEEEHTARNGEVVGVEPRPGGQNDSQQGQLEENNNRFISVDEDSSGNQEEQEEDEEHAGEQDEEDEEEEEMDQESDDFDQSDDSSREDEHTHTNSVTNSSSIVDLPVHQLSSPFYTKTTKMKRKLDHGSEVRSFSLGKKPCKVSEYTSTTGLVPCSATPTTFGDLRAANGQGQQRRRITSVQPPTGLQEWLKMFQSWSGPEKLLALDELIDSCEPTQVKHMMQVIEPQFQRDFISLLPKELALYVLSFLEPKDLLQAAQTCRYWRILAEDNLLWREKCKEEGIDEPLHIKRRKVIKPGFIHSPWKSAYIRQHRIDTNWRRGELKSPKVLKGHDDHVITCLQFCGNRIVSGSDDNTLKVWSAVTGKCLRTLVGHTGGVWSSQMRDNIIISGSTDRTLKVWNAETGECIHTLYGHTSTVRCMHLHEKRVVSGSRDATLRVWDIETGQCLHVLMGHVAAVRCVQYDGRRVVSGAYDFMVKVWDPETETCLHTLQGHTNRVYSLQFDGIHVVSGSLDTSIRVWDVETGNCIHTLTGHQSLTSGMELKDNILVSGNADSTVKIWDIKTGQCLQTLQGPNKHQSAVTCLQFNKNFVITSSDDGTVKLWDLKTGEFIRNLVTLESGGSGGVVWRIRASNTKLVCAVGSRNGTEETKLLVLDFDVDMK
GPR151 ag: human GPR151 activation. PathHunter beta-arrestin GPR151 cells, luminescence. Q8TDV0. AID 1508602. 1% of 650,000 active. activation, % at 11.2 µM; in the data active = activation above about 4.9%;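 also: 0% = median of compound wells and 100% = cells with positive control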
Target sequence (Q8TDV0 whole entry, looked up): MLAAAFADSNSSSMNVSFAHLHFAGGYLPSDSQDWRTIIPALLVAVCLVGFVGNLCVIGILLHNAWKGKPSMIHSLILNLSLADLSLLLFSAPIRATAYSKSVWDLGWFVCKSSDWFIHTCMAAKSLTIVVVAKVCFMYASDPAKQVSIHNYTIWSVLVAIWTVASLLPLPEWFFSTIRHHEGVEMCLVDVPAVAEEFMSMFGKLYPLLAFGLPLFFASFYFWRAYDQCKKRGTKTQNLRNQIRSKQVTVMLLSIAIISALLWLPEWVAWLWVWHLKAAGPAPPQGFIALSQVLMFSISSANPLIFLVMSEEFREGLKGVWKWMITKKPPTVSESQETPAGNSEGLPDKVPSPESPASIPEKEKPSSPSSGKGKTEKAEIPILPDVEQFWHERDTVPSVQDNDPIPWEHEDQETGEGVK
MITF primary: human MITF inhibition, primary screen. AID 1259374. inhibition, % at 2.6 µM. AlphaScreen MITF homodimerization, bead proximity signal. 0.91% of 650,000 active; in the data active = inhibition above about 50%;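 also: 0% = vehicle wells with protein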
Active calls of the source: *; · = no result given.

Order of values – TEAD-YAP inh	FBW7 act	GPR151 ag	MITF primary
> CCn1c(SCC(=O)Nc2ccc(Cl)cc2)nnc1-c1ccccc1O
 : 17	0.6	0.3	0
> CN(CC(O)COCc1ccc2c(c1)OCO2)C1CCCCC1 (centres undefined)
 : 5	-0.1	-0.2	-9
> CCn1cc(/C=C2\C(=O)NC(=O)N(c3ccc4c(c3)OCO4)C2=O)c2ccccc21
 : 3	0.1	0.5	7
> O=C(c1ccc(Br)o1)N1CCC(Cc2ccccc2)CC1
 : 3	-0.1	-0.4	9
> Cc1ccc(F)c(CN[C@H]2C[C@H]3C(=O)N[C@@H](CC(C)C)C(=O)N3C2)c1
 : 9	-0.3	1.3	-1
> CC(c1ccccn1)N(CCN(C)C)C(=S)Nc1cccc(F)c1 (centres undefined)
 : 4	-1.6	2.4	88*
> COc1cc2c(cc1OC)CC1(CCCCC1)N=C2
 : 2	0.1	1.5	-2
> O=C(CSc1nc2cc(C(=O)NCC3CCCO3)ccc2c(=O)n1CC1CCCO1)c1ccc(F)cc1 (centres undefined)
 : 7	-0.1	-1.0	10
> COc1ccc(C(=O)NCCc2nnc3ccc(SCc4cccc(C)c4)nn23)cc1
 : 6	0.0	-0.1	-1
> Cc1ccccc1NC(=O)NNC(=O)OC(C)(C)C
 : -2	0.4	0.3	-1
> O=C1CC(N(Cc2ccc3c(c2)OCO3)C(=O)c2ccc(Cl)cc2)C(=O)N1c1ccc(Br)cc1 (centres undefined)
 : -8	0.1	2.0	13
> Cc1ccccc1C(=O)NC1CCN(CC(=O)Nc2ccc(Br)cc2)CC1
 : 10	-0.1	-0.7	16
> Cc1ccc(-c2nc(CS(=O)(=O)CC(=O)NCc3cccnc3)c(C)o2)cc1
 : 16	-0.4	-0.5	6
> O=C(OCc1ccccc1Cl)c1cccc([N+](=O)[O-])c1
 : 6	0.6	-2.2	-2
> CCNC(=O)[C@@H]1C[C@H](NCc2ccc(OC)c(C)c2C)CN1C(C)C
 : 5	-0.1	0.2	2
> O=C1c2ccc([N+](=O)[O-])cc2S(=O)N1Cc1ccccc1 (centres undefined)
 : -14	0.0	-1.4	-14
> COC(=O)c1ccc(OS(=O)(=O)c2ccc(NC(C)=O)cc2)cc1
 : 5	0.1	0.0	-7
> CC(C)c1ccc(NC(=O)N[C@H]2C[C@H]3C(=O)N[C@@H](Cc4ccc(Cl)cc4)C(=O)N3C2)cc1
 : -18	0.8	2.6	6
> Cc1cc(Cl)c(S(=O)(=O)Nc2ccccn2)cc1OCC(N)=O
 : 15	0.2	0.3	16
> COc1ccc(/C=N\NC(=O)Cc2cccs2)cc1
 : -40	0.1	0.8	-16
> O=C1C(=O)N(Cc2ccc(F)cc2)c2ccc([N+](=O)[O-])cc21
 : 31	-0.3	-0.3	-3
> CCOC(=O)N1CCC(NC(=O)CCC(=O)N2CCOc3ccc(Cl)cc32)CC1
 : 5	-0.2	-0.7	-6
> CC1CC(C)CN(S(=O)(=O)c2ccc(C(=O)Nc3nc4ccc(Br)cc4s3)cc2)C1 (centres undefined)
 : 0	-0.4	0.1	-4
> O=C(CSc1ncnc2c1nnn2Cc1ccc(F)cc1)N1CCCc2ccccc21
 : 4	0.1	-0.9	11
> CSc1ccc(/C=N/Nc2nc3ccccc3s2)cc1
 : -48	-0.1	-1.3	12
> CC(=O)Nc1ccc(C(=O)CSc2n[nH]c(-c3ccncc3)n2)cc1
 : -1	0.1	2.3	14
> Cc1cccc(OCC(=O)NCCn2ccnc2C)c1
 : 7	0.1	-0.2	0
> CCOC(=O)N(NC(=O)C(O)(CC(C)C)CC(C)C)c1ccccc1
 : 3	0.0	0.1	2
> COc1ccc(N2C(=O)c3ccc4c5c(ccc(c35)C2=O)CC4)cc1
 : 0	0.2	-1.6	6
> O=C(CN1C(=O)[C@H]2CCCN2C(=O)c2ccccc21)Nc1cccc2ccccc12
 : -2	-0.2	6.8*	-12
> Cc1cc(C)nc(N2CCC(N(Cc3ccco3)C(=O)NC(C)C)CC2)n1
 : 7	0.7	1.0	10
> Fc1ccc(-c2c(-c3ccnc(Nc4ccc(N5CCOCC5)cc4)c3)noc2-n2cccn2)cc1
 : 10	0.3	-1.6	29
> CCN=C1SC(C(=O)Nc2ccc(C(=O)OC)cc2)CC(=O)N1CC (centres undefined)
 : 4	0.0	-1.0	1
> O=C(NCc1ccncc1)c1ccc(OC2CCN(CC3CCOC3)CC2)cc1 (centres undefined)
 : 14	-0.2	-0.5	12
> Cc1cc(C)c2c(N)c(C(=O)NCc3ccc(Cl)cc3)sc2n1
 : -6	0.3	-0.6	10
> O=C(NC1CCCC1)C(c1cccnc1)N(C(=O)c1ccco1)c1ccc2c(c1)OCO2 (centres undefined)
 : 6	0.1	0.6	18
> COc1ccc(C(=O)Oc2ccc(C(C)=O)cc2)c(OC)c1
 : 10	-0.3	-0.8	-5
> C=CC1=C(C)c2cc3[n-]c(cc4nc(cc5[n-]c(cc1n2)c(C)c5CCC(=O)O)C(CCC(=O)O)=C4C)c(C)c3C=C.[Zn+2]
 : ·	-0.3	-0.7	26
> COc1cc2ncc(S(=O)(=O)c3ccccc3)c(N3CCCC3)c2cc1OC
 : -3	0.0	0.0	-7
> O=C(CCc1ccccc1)N1CCCN(C(=O)CCc2ccccc2)CC1
 : 12	-0.2	0.0	3
> Cc1cc(C=O)c(C)n1-c1ccc(Br)cc1
 : -8	0.1	0.4	19
> NCCNC(=O)c1c(O)c2cccc3c2n(c1=O)CC3
 : -5	0.0	0.9	17
> O=C1NCCN(Cc2ccc(Cl)c(F)c2)C1CC(=O)N1CCc2ccccc2C1 (centres undefined)
 : -6	0.0	3.7	7
> CC1=NN(c2cccc(Cl)c2)C(=O)C12CC(C)=C(C)CS2 (centres undefined)
 : -14	0.1	0.4	-3
> Cc1ccc(Cn2c(=S)[nH]c3ccccc3c2=O)cc1
 : 8	0.2	-1.0	14
> COc1ccc(-c2noc(CNC(=O)COc3cc(C)c(Cl)c(C)c3)n2)cc1
 : 5	-0.2	1.7	-3
> C=CCOc1ccc(/C(O)=C2\C(=O)C(=O)N(CCCN3CCOCC3)C2c2ccccc2F)cc1C (centres undefined)
 : 0	0.0	-0.6	-4
> Cc1nc(CNc2nncc(-c3ccccc3)n2)nc2c1CCCC2
 : 1	0.4	-0.7	12
> CC1CN(S(=O)(=O)c2ccc(C(=O)Nc3nnc(-c4ccco4)o3)cc2)CC(C)O1 (centres undefined)
 : 6	0.1	1.7	15
> O=C1N[C@@H](Cc2cnc[nH]2)C(=O)N2CCN(Cc3cnn(-c4cccc(F)c4)c3)C[C@H]12
 : -3	-0.1	-0.2	-2
> Cc1cc(C)c(NC(=O)CN2CCCC2)c(C)c1
 : 1	-0.1	-0.4	-9
> COc1ccc(CCNC(=O)CCc2c(C)nc3c(c(C)nn3C)c2C)cc1OC
 : 0	0.1	1.9	8
> COc1ccc(/C=N/NC(=O)c2cc(I)nn2C)c(OC)c1
 : -62	0.0	0.6	-8
> CCOc1ccccc1N/C(SCc1cccc(F)c1)=C(/C#N)C(=O)NCCc1ccc(OC)c(OC)c1
 : -9	-0.3	0.9	0
> O=S(=O)(NCC(c1ccco1)S(=O)(=O)c1ccc(Cl)cc1)c1cccs1 (centres undefined)
 : 14	0.1	1.3	-2
> CC(C)c1ccc(C(CC(=O)O)NC(=O)CCCl)cc1 (centres undefined)
 : -6	0.0	2.5	-2
> Cc1cccc(Oc2cc(C)nc3ccc(C)cc23)c1
 : -2	0.2	-0.3	13
> Cc1cc(C)nc(NC2=NCCN2C(=S)Nc2ccccc2)n1
 : 4	-0.1	3.3	11
> Cc1onc(C(=O)Nc2c(C)n(C)n(-c3ccccc3)c2=O)c1[N+](=O)[O-]
 : 6	-0.2	-1.2	-5
> O=C(O)c1[nH]c2ccccc2c1CNC1CCCC1
 : -8	-0.1	3.7	4

By substructure, the entries above with an aryl thioether with sulfur outside any ring.
Order of values – TEAD-YAP inh	FBW7 act	GPR151 ag	MITF primary
> CCn1c(SCC(=O)Nc2ccc(Cl)cc2)nnc1-c1ccccc1O
 : 17	0.6	0.3	0
> O=C(CSc1nc2cc(C(=O)NCC3CCCO3)ccc2c(=O)n1CC1CCCO1)c1ccc(F)cc1 (centres undefined)
 : 7	-0.1	-1.0	10
> COc1ccc(C(=O)NCCc2nnc3ccc(SCc4cccc(C)c4)nn23)cc1
 : 6	0.0	-0.1	-1
> O=C(CSc1ncnc2c1nnn2Cc1ccc(F)cc1)N1CCCc2ccccc21
 : 4	0.1	-0.9	11
> CSc1ccc(/C=N/Nc2nc3ccccc3s2)cc1
 : -48	-0.1	-1.3	12
> CC(=O)Nc1ccc(C(=O)CSc2n[nH]c(-c3ccncc3)n2)cc1
 : -1	0.1	2.3	14

5 structures out of the list, ordered by molar mass, ascending.
Order of values – TEAD-YAP inh	FBW7 act	GPR151 ag	MITF primary
> Cc1ccc(Cn2c(=S)[nH]c3ccccc3c2=O)cc1
 : 8	0.2	-1.0	14
> CC1=NN(c2cccc(Cl)c2)C(=O)C12CC(C)=C(C)CS2 (centres undefined)
 : -14	0.1	0.4	-3
> Cc1cc(C)nc(NC2=NCCN2C(=S)Nc2ccccc2)n1
 : 4	-0.1	3.3	11
> O=C1NCCN(Cc2ccc(Cl)c(F)c2)C1CC(=O)N1CCc2ccccc2C1 (centres undefined)
 : -6	0.0	3.7	7
> CCOc1ccccc1N/C(SCc1cccc(F)c1)=C(/C#N)C(=O)NCCc1ccc(OC)c(OC)c1
 : -9	-0.3	0.9	0

Remaining list, next part:
Order of values – TEAD-YAP inh	FBW7 act	GPR151 ag	MITF primary
> CC(C)(C)NC(=O)c1cnn2c(C(F)(F)F)cc(-c3ccc(F)cc3)nc12
 : 7	0.1	0.0	4
> CCOC(=O)Cc1csc(NC(=O)COc2cc(C)ccc2C(C)C)n1
 : -3	-0.1	-1.1	-6
> N#Cc1c(/N=C\c2ccc(O)cc2O)sc2c1CCCC2
 : 17	0.1	1.2	18
> O=C1CCCN1CCn1cnc2c(NC3CCN(Cc4ccccc4)CC3)nc(Nc3ccccn3)nc21
 : 0	0.2	-1.0	10
> COc1ccc(C(C(=O)NC(C)(C)C)N(C(=O)c2csnn2)c2ccc(C)cc2)cc1 (centres undefined)
 : 4	0.1	1.0	-7
> Cc1cccc(NC(=O)NC(Oc2ccccc2)(C(F)(F)F)C(F)(F)F)n1
 : -3	0.1	0.5	21
> CCCCC(=O)Nc1c2c(nn1-c1ccc(OC)cc1)CS(=O)(=O)C2
 : -3	0.0	-0.1	7
> COc1ccc(-c2cc3nc(C)c(C)c(N(C)CCO)n3n2)cc1OC
 : -58	-0.2	0.0	-9
> O=C(NN=C1CCCCC1)C(=O)Nc1ccc(Br)cc1
 : -8	-0.1	-0.9	-6
> FC(F)(F)c1cccc(OCCCSc2ncccn2)c1
 : -7	-0.3	4.1	-19
> O=C(COc1cccc2ccccc12)Nc1cc(Cl)ccc1C(=O)O
 : 0	0.3	4.0	8
> O=C(Sc1cccc2cccnc12)c1ccc([N+](=O)[O-])cc1
 : 25	-0.4	-1.1	-2
> CCOc1ccccc1N1CCN(C(=O)c2ccco2)CC1
 : -1	0.1	-1.5	-10
> Cc1ccc(-c2nnc(Nc3cccc(Br)c3)c3ccccc23)cc1S(=O)(=O)NCC1CCCO1 (centres undefined)
 : 19	0.0	0.7	14
> O=C(Nc1ccccc1Sc1ccccc1)C1CCCCC1
 : 3	0.0	-0.4	8
> CCc1nnc(NS(=O)(=O)c2ccc(NC(=O)c3ccc(Cl)cc3Cl)cc2)s1
 : -6	-0.1	0.5	0
> CC(C)[C@H](NC(=O)c1ccco1)C(=O)NC1CC1
 : -3	-0.2	1.2	-3
> Cc1cccc(-n2nc3ccc4nonc4c3n2)c1C
 : 1	0.0	0.0	0
> O=c1[nH]c2cc([N+](=O)[O-])c(NC3CCCCC3)c([N+](=O)[O-])c2[nH]1
 : -13	-0.8	-1.0	2
> CC(=O)C1=C(O)C(=O)N(CCC(=O)O)C1c1ccc(Cl)cc1 (centres undefined)
 : 13	0.0	0.1	9
> Cc1nc(-c2ccccc2)sc1C(=O)O
 : -20	0.6	-10	13
> Cc1ccn2c(=O)c(NC(=O)Cc3ccc(-c4ccccc4)cc3)c(C)nc2c1
 : -3	0.0	1.9	3
> COC(=O)C1=C(C)Nc2[nH]c(=O)[nH]c(=O)c2C1c1cccc(Oc2ccccc2)c1 (centres undefined)
 : 2	0.2	1.1	6
> CCOc1cc(/C=C2\N=C(c3cccc4ccccc34)OC2=O)ccc1OC(C)=O
 : 10	-0.2	3.0	-3
> COc1ccc(Cl)cc1C(=O)NC(=S)Nc1ccc2c(c1)C(=O)N(C)C2=O
 : -11	0.1	3.5	-18
> CSc1cccc(CN2CCCC(CNC(=O)c3cc(C)on3)C2)c1 (centres undefined)
 : -7	-0.2	0.2	-3
> FC(F)(F)c1ccc(Cn2cnc3c(NC4CCN(Cc5ccccc5)CC4)nc(NC4CCN(Cc5ccccc5)CC4)nc32)cc1
 : 23	-0.1	-0.6	20
> COc1ccc(C2(C(=O)NCC3(c4ccccc4)CCCOC3)CCOCC2)cc1OC (centres undefined)
 : 5	0.5	-0.3	10
> C/C(=N\NC(=O)COc1cc(C)ccc1C)c1ccc(Br)s1
 : -2	0.0	-0.6	-19
> COc1cccc(N(C)S(=O)(=O)c2ccc(C)c(C)c2)n1
 : 4	0.4	-0.9	9
> COc1cc(C2SC(C)C(=O)N2Cc2ccccc2)cc(OC)c1OC (centres undefined)
 : -9	0.0	2.0	-1
> O=C(CCN1C(=O)/C(=C\c2ccco2)SC1=S)Nc1ccc([N+](=O)[O-])cc1O
 : 6	0.0	1.4	4
> COc1ccc(-n2c(C)cc(C(=O)COC(=O)c3ccc(O)cc3O)c2C)cc1
 : 8	-0.1	-0.1	5
> NC(=O)NCCCC(=O)OCC(=O)c1ccc2c(c1)-c1ccccc1C2
 : -9	0.1	0.3	4
> COc1ccc2cc(-c3nc(-c4ccccc4)no3)c(=O)oc2c1
 : 59*	-0.1	0.2	4

Screening results (PubChem BioAssay)
